Screening data from PubChem.
TEAD-YAP block = TEAD-YAP interaction inhibition | inhibition, % at 9.12 µM | HEK-TIYL cells, TEAD-Gal4/YAP UAS-luciferase luminescence | actives 1.4% (n = 640,000); in the data active = inhibition above about 32%;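 also: 0% = median of test compound wells and 100% = reference inhibitor wells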
MITF primary = inhibitors of human MITF; inhibition, % at 2.6 µM; actives 0.91% (n = 650,000); O75030; AID 1259374; AlphaScreen MITF homodimerization, bead proximity signal; in the data active = inhibition above about 50%;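 also: 0% = vehicle wells with protein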
Target sequence (O75030 whole entry, looked up): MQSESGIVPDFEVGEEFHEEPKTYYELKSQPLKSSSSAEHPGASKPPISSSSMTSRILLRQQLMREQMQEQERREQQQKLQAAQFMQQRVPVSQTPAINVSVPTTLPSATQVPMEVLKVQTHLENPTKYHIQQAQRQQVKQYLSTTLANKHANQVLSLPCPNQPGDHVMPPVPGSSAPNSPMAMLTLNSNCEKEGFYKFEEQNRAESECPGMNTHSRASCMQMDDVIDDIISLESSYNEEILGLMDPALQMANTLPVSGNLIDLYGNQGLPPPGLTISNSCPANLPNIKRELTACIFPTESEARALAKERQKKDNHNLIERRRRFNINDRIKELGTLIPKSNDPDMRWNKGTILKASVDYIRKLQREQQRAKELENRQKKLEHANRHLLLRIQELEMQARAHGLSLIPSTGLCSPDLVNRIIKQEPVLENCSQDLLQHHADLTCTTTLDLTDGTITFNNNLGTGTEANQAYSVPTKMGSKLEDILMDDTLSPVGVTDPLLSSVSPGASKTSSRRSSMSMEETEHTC
FBW7 act = activators of human E3 ligase FBW7 | Q969H0 | AlphaScreen FBW7–phospho-cyclin E peptide binding, activator screen | normalized activity (activation), % at 26.1 µM | actives 0.13% (n = 650,000) | AID 1259310; in the data active = normalized activity above about 1.9%;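 also: purified mutant Fbw7 with reduced substrate affinity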
GPR151 ag = activators of human GPR151. Q8TDV0. PathHunter beta-arrestin GPR151 cells, luminescence. activation, % at 11.2 µM. actives 1% (n = 650,000). AID 1508602; in the data active = activation above about 4.9%;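 also: 0% = median of compound wells and 100% = cells with positive control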
Target sequence (Q8TDV0 whole entry, looked up): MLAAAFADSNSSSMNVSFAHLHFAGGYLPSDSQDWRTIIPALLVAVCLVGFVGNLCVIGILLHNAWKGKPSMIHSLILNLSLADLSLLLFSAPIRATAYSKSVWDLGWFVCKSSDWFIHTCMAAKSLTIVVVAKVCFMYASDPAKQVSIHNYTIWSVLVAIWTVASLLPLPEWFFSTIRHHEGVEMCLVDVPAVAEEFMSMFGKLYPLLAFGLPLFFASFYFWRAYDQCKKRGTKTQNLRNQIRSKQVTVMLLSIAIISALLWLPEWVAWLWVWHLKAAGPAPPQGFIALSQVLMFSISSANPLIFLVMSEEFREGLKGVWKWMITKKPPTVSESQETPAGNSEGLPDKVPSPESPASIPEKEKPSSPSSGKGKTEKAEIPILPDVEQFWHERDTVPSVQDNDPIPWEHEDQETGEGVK
* = called active by the depositor; . = not tested or not shown; & = joins results of further samples; ! = repeats disagree.

SMILES	TEAD-YAP block	MITF primary	FBW7 act	GPR151 ag
COc1ccc(OC)c2sc(NC(=O)c3ccccc3SC)nc12	-2	0	0.1	-0.7
Cc1nn(C2CCS(=O)(=O)C2)c(Cl)c1CNCCCOC(C)C (configuration not stated)	1	51*	0.2	-1.9
C/C(=N/NC(=O)Cn1nnc2ccccc21)c1cccc([N+](=O)[O-])c1	6	13	0.2	-0.9
Cc1c(NC(=O)c2ccc(N3CCC(C)CC3)c([N+](=O)[O-])c2)c(=O)n(-c2ccccc2)n1C	-5	-7	-0.1	-0.8
COc1ccc(C(=O)N2CCN(Cc3ccccn3)CC2)cc1	-7	38	0.1	-1.7
CCC(C)(c1ccc(OC(=O)c2ccc(Cl)cc2)cc1)c1ccc(OC(=O)c2ccc(Cl)cc2)cc1	16	6	0.0	-0.1
COc1ccccc1CNC(=O)CSCc1ccccc1Cl	-34	-5	0.0	4.1
O=C(CC1C(=O)N(c2ccccc2)C(=O)N1CCc1cccs1)Nc1ccc(F)cc1 (configuration not stated)	1	22	0.5	-1.9
CCOc1ccc(NC(=O)CSc2nnc(CNC(=O)c3cccc([N+](=O)[O-])c3C)n2-c2cccc(C)c2)cc1	-3	-7	0.0	-0.3
O=C(NCc1ccccc1)c1ccnc(N2CCN(Cc3ccc4c(c3)OCO4)CC2)c1	5	-14	-0.1	0.7
CCOc1cccc(Nc2c(CC)c(C)nc3ncnn23)c1	-6	-2	-0.2	0.0
Cc1cccc(-n2c(-c3cccc(S(=O)(=O)N(C)C)c3)n[nH]c2=S)c1	-10	4	-0.1	-1.2
CC(=O)c1ccc(NC(=O)Cn2c(=O)n(CC3CCCO3)c(=O)c3ccccc32)cc1 (configuration not stated)	21	2	0.2	-0.9
CCOC(=O)C1=C(C)N=c2s/c(=C/c3ccc(OCC)c(OC)c3)c(=O)n2C1c1cccs1 (configuration not stated)	18	15	0.1	-0.7
COc1ccc(N2CCN(C(C)C(=O)N3CC(C)OC(C)C3)CC2)cc1 (configuration not stated)	13	46	0.0	-0.2
CN(C)c1cccc(-c2cnc3ccc(NCc4ccco4)nn23)c1	-4	1	0.3	-1.2
COc1ccc(-c2cc(C(F)(F)F)n3nc(C(=O)N4CCN(c5cccc(OC)c5)CC4)cc3n2)cc1	4	0	-0.5	1.9
Cc1c(C(=O)N2CCN(c3ccccn3)CC2)sc2ncnc(N3CCOCC3)c12	4	2	0.1	1.0
CCOC(=O)c1ccc(NC(=S)Nc2ccccn2)cc1	-43&-38	16&-9	0.1&0.0	5.0*!
Cc1nnc(SCC(=O)Nc2cccc([N+](=O)[O-])c2)[nH]c1=O	8	13	0.2	0.5
CCOc1ccc(Cn2cnc3c2c(=O)n(C)c(=O)n3C)cc1OCC	29	21	0.4	0.3
O=C(CN1CCN(S(=O)(=O)c2cccnc2)CC1)c1ccco1	3	5	-0.1	-1.2
CCCOc1ccc(C2NC(=O)NC(C)=C2C(=O)OC2CCC(C)CC2)cc1 (configuration not stated)	4	-19	0.2	1.0
O=C(COc1ccc(Br)cc1)Nc1ccc2oc(-c3ccncc3)nc2c1	14	17	0.2	0.6
O=C(N/N=C/c1ccc(Cl)cc1)C1C2CCCCC21 (configuration not stated)	-12	1	0.1	-1.0
C=CCNC(=O)CCCCCn1c(=S)[nH]c2ccc(Br)cc2c1=O	-17	-9	0.1	-0.4
O=S(=O)(c1ccc(Cl)s1)N1CCCC1	3	9	0.0	-0.3
CCc1ccc(NC(=O)N(CCN2CCOCC2)C2CCN(C(C)=O)CC2)cc1	-1	0	0.1	-0.2
CCOc1ccc(N2C(=O)CC(N(CC)CC)C2=O)cc1 (configuration not stated)	3	-4	-0.1	-1.4
CC(C)N(C)Cc1nnnn1CC(=O)NCc1ccc(N2CCCC2=O)cc1	2	14	0.1	-1.3
O=C1c2ccccc2C(=O)N1OS(=O)(=O)c1ccc2ccccc2c1	-3	2	0.0	-1.2
CN(C(=O)CSc1nc2ncccc2[nH]1)C1CCCCC1	-5	7	0.2	2.1
CCN(CC)c1ccc(C2NC(=O)NC(C)=C2C(=O)OC)cc1 (configuration not stated)	-4	7	0.0	-0.8
O=C(NC1CCCC1)c1c(O)c2cccc3c2n(c1=O)CCC3	12	-2	-0.1	1.4
O=C(CCC1CCN(C(=O)c2cc3ccccc3o2)CC1)NCC1CCCO1 (configuration not stated)	19	2	0.1	-1.1
O=c1c(-c2ccc(O)cc2)coc2cc(OC3OC(CO)C(O)C(O)C3O)ccc12 (configuration not stated)	54*	-2	0.1	-2.9
Cc1cc(C)cc(NC(=O)CN2CCC(NC(=O)Cc3ccccc3)CC2)c1	2	3	0.3	-0.9
CC(C)N(CCNC(=O)c1csc(N2CCOCC2)n1)C(C)C	-1	3	0.0	1.2
O=C(Nc1cccc(C(F)(F)F)c1)c1oc(=O)c2ccccc2c1-c1ccccc1	-3	14	0.6	1.6
CCCCNC(=O)C(CC(C)C)NC(=O)Nc1ccccc1 (configuration not stated)	-7	-2	0.3	0.7
COc1ccc(OC)c(NC(=O)CNC(=O)Cn2cnc3sc(C)cc3c2=O)c1	1	2	0.7	0.2
NC(=O)c1c(NC(=O)Cc2ccc([N+](=O)[O-])cc2)sc2c1CCCCCC2	11	4	-0.1	2.6
Cc1noc(C)c1-c1cc(NCc2cccc(C(F)(F)F)c2)ncn1	-9	-10	-0.1	1.6
Cc1ccc(C(=O)Nc2nc(-c3ccc([N+](=O)[O-])cc3)cs2)o1	12	12	0.8	-1.7
O=C(CN1C(=O)COc2cc(S(=O)(=O)N3CCOCC3)ccc21)NC1CCCC1	-1	2	-0.2	-0.1
COc1ccc2c(CNCC(C)c3ccccc3)c(C(=O)O)n(C)c2c1 (configuration not stated)	4	-2	-0.1	-0.2
COc1ccc(-c2cc(C(F)(F)F)n3nc(C(=O)N4CCC(C)CC4)cc3n2)cc1	-11	11	0.1	1.0
Cc1ccc2ncc(C(=O)Nc3ccc(F)c(F)c3)c(=O)n2c1	-4	-8	0.0	0.1
CCCc1ccc(Oc2coc3cc(O)ccc3c2=O)cc1	10	7	-0.1	2.2
O=C(Cn1c(CC(=O)N2CCCC2)nc2ccccc21)NCc1ccccc1	-7	20	-0.1	-0.6
N#Cc1c(C(F)(F)F)cc(-c2ccccc2)nc1SCC(=O)Nc1cccc([N+](=O)[O-])c1	0	0	0.1	-0.8
CC(=O)C(C)n1cnc2sc3c(c2c1=O)CCC(C)C3 (configuration not stated)	-26	-1	-0.2	0.3
COc1ccc(OC)c(-n2c(=S)[nH]c3cc(C(=O)NCCSCc4ccccc4)ccc3c2=O)c1	2	2	-0.1	0.2
COCCCn1c(=O)[nH]c2ncc(-c3cccc(F)c3)nc21	-3	14	-0.1	-0.3
CCc1ccc(C2CC(=O)NC(SCC(=O)OC)=C2C#N)cc1 (configuration not stated)	9	15	0.4	-1.1
CCN(CC)C(=O)C1CCCN(c2nc(NCc3cccnc3)c3ncn(Cc4ccc(C(F)(F)F)cc4)c3n2)C1 (configuration not stated)	-3	7	-0.1	-1.8
COc1cc(C(=O)Nc2ccc(F)cc2F)c([N+](=O)[O-])cc1OC	4	2	-0.2	0.4
CCCn1cc(S(=O)(=O)c2ccc(Cl)cc2)c(=O)c2ccccc21	-4	8	0.1	-2.4
COCCCNc1nc2c(c(=O)n(Cc3ccc(OC)cc3)c(=O)n2C)n1C	-1	-1	0.0	-0.9
COc1ccccc1CNC(=O)C(Cc1ccccc1)NS(=O)(=O)c1cccs1 (configuration not stated)	3	10	1.1	1.0
The list goes on.
SMILES	TEAD-YAP block	MITF primary	FBW7 act	GPR151 ag
COc1ccc(/C=N/NC(=O)COc2ccc(C)cc2)cc1O	-6	7	-0.1	0.1
CCC[C@@H]1NC(=O)[C@@H]2C[C@H](NCc3ccc(OC)c(Cn4cccn4)c3)CN2C1=O	-2	-5	-0.2	0.1
CC(=O)Nc1ccc(N=Cc2c(O)c(C(=O)Nc3ccccc3)cc3ccccc23)cc1	5	11	0.0	-1.7
COc1ccc(CNC(=O)NC(C)Cc2cccs2)cc1OC (configuration not stated)	14	4	0.1	-1.7
O=C(CCN1C(=O)COc2ccccc21)NCCCN1CCCC1	-8	1	-0.1	1.1
N#CC1=C(N)OC2=C(C(=O)CC(c3ccco3)C2)C12C(=O)Nc1ccc(Br)cc12 (configuration not stated)	-1	-3	0.0	-0.5
O=C(Nc1ccc(-c2nnco2)cc1)c1ccccc1	-35	-4	0.1	-1.6
CCOC(=O)c1c(NC(=O)c2cccs2)sc(C(=O)Nc2cccc(Cl)c2)c1C	6	0	-0.1	0.4
CCOC(=O)N1CCC(Nc2ccc(C(=O)O)cc2[N+](=O)[O-])CC1	1	-7	-0.1	-2.1
O=C1NC(=O)/C(=C/c2ccc3nccnc3c2)S1	.	-1	.	-5.1
COc1ccc(F)cc1S(=O)(=O)NC1CCCCC1	7	20	0.2	0.0
CCOC(=O)c1c(NC(=S)Nc2ccc(OC(F)F)cc2)sc2c1CCC2	2	-15	0.1	1.7
Cc1c(NC(=O)CSc2nc3sc4c(c3c(=O)n2-c2ccccc2)CCCC4)c(=O)n(-c2ccccc2)n1C	7	-3	-0.2	0.7
Cc1cccn2c(=O)c3cc(C#N)c(=O)n(-c4ccccc4[N+](=O)[O-])c3nc12	4	5	0.1	-0.6
COc1cccc(CN2CCN(Cc3ccc4c(c3)OCCO4)CC2CCO)c1 (configuration not stated)	-1	11	-0.1	-1.2

An excerpt from above, showing only GPR151 ag, FBW7 act and MITF primary:
compound	GPR151 ag	FBW7 act	MITF primary
O=C1NC(=O)/C(=C/c2ccc3nccnc3c2)S1	-5.1	.	-1
COc1ccc(F)cc1S(=O)(=O)NC1CCCCC1	0.0	0.2	20
CCOC(=O)c1c(NC(=S)Nc2ccc(OC(F)F)cc2)sc2c1CCC2	1.7	0.1	-15
Cc1c(NC(=O)CSc2nc3sc4c(c3c(=O)n2-c2ccccc2)CCCC4)c(=O)n(-c2ccccc2)n1C	0.7	-0.2	-3
Cc1cccn2c(=O)c3cc(C#N)c(=O)n(-c4ccccc4[N+](=O)[O-])c3nc12	-0.6	0.1	5
COc1cccc(CN2CCN(Cc3ccc4c(c3)OCCO4)CC2CCO)c1 (configuration not stated)	-1.2	-0.1	11

Record cards (already shown). Order of values: TEAD-YAP block	MITF primary	FBW7 act	GPR151 ag
Listed for O=C(Nc1ccc(-c2nnco2)cc1)c1ccccc1 → -35	-4	0.1	-1.6
Listed for CCOC(=O)c1c(NC(=S)Nc2ccc(OC(F)F)cc2)sc2c1CCC2 → 2	-15	0.1	1.7

(next part)
SMILES	TEAD-YAP block	MITF primary	FBW7 act	GPR151 ag
Cc1ccc(C2(C)NC(=O)N(Cc3ccccc3F)C2=O)cc1 (configuration not stated)	7	3	0.0	-1.0
COc1ccc(OCc2nn3c(Cn4cnc5ccccc54)nnc3s2)cc1	15	4	0.0	-0.5
COc1ccc(CNC(=O)CNC(=S)N(CCCN2CCOCC2)Cc2cccs2)cc1	3	-8	0.0	-0.6
COc1ccc2cc(S(=O)(=O)c3ccc(F)cc3)c(=O)oc2c1	1	-4	0.0	-1.4
CCn1c(N2CCC(C(=O)NCCN(C)C)CC2)nc2ccccc21	-15	-7	-0.1	-0.4
O=C(CCc1nnc(Cc2c[nH]c3ccccc23)o1)NC1CCCC1	2	7	0.0	3.2
c1cc2c(cc1-c1noc(CN3CC[C@@H]4CCCC[C@H]4C3)n1)OCO2	-25	1	-0.1	2.6
CC1(C)CC(=O)C2=C(C1)N(c1ccc(F)cc1F)C(=O)CC2c1ccsc1 (configuration not stated)	2	-5	0.0	-0.5
Cc1noc(NS(=O)(=O)c2ccc(NC(=S)NCCc3ccccc3)cc2)c1C	-14	-1	-0.2	-0.1
Cc1cc(N/C=C/C(=O)c2ccc(Cl)c(Cl)c2)no1	-13	-7	-0.2	3.3
CC(C)=CCCC(C)CN1CCC(n2nccc2NC(=O)C2CC2)CC1 (configuration not stated)	11	1	0.5	-1.6
CCOC(=O)c1c[nH]c2ccccc2c1=O	-4	8	-0.1	2.0
COc1cccc(CSc2nc(-c3cccs3)cc(-c3ccccc3)c2C#N)c1	9	-7	0.0	2.3
CC(C)n1cnc2c(NCCCN3CCCC3=O)nc(NCCCN3CCCC3=O)nc21	-1	10	0.0	3.0
Cc1c(C(=O)N2CCCC2)sc(NC(=O)c2cccs2)c1C#N	-3	-5	-0.2	0.9
CCCN=Cc1c(CCC)[nH]n(-c2ccc(F)cc2)c1=O	9	6	0.0	-0.1
C=CCN(CC=C)S(=O)(=O)c1ccc(C(=O)Nc2nc3ccc(S(C)(=O)=O)cc3s2)cc1	2	-4	0.2	-0.2
O=S(=O)(Cc1ccccc1)Nc1nnc(C(F)(F)F)s1	-27	-2	-0.1	1.1

Part of the list above in a different format:
| structure | TEAD-YAP block | MITF primary | FBW7 act | GPR151 ag |
| --- | --- | --- | --- | --- |
| CCOC(=O)c1c[nH]c2ccccc2c1=O | -4 | 8 | -0.1 | 2.0 |
| COc1ccc(CNC(=O)CNC(=S)N(CCCN2CCOCC2)Cc2cccs2)cc1 | 3 | -8 | 0.0 | -0.6 |
| O=C(CCc1nnc(Cc2c[nH]c3ccccc23)o1)NC1CCCC1 | 2 | 7 | 0.0 | 3.2 |
